# GSTO1 counter – inhibitors of recombinant GSTO1, primary screen, counter-screen for RBBP9 inhibitor project, biochemical, fluorescence polarization; 300,000 tested, 1.1% active; Glutathione S-transferase omega-1 (Homo sapiens), P78417; inhibition, % at 5.96 µM; activity-based probe fluorescence polarization; AID 1974, 2009;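 active = inhibition above the campaign mean inhibition plus 3 SD, cut at about 35% in these data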;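 also: 0% = GSTO1-1 with DMSO and 100% = wells lacking GSTO1-1 enzyme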
# Target sequence (P78417 whole entry, looked up): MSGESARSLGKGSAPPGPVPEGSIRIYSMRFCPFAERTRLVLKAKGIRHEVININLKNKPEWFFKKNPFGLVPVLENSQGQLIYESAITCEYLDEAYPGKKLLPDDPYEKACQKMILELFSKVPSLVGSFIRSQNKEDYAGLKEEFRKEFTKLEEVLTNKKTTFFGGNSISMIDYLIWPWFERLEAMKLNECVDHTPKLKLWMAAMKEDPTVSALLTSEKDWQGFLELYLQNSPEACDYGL
# PAFAH2 inh – PAFAH2 enzyme inhibitors, primary screen, biochemical, fluorescence polarization, human. Platelet-activating factor acetylhydrolase 2, cytoplasmic (Homo sapiens), Q99487. recombinant PAFAH2, FP-rhodamine activity probe. inhibition, % at 3.39 µM. 340,000 tested, 0.99% active. AID 492956, 2010;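 active = inhibition above the mean over all tested compounds plus 3 SD, cut at about 30% in these data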;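 also: inhibitors block probe labeling of enzyme so polarization drops; 0% = enzyme with DMSO and 100% = wells lacking PAFAH2 protein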
# pPAFAH FP inh – pPAFAH enzyme inhibitors, primary screen, biochemical, fluorescence polarization, human. Platelet-activating factor acetylhydrolase (Homo sapiens), Q13093. recombinant pPAFAH, FP-rhodamine probe fluorescence polarization. inhibition, % at 3.39 µM. 330,000 tested, 1.5% active;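 active = inhibition above the mean inhibition across the screen plus 3 SD, cut at about 25% in these data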;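 also: inhibitors block binding of the rhodamine activity-based probe so polarization drops; 0% = enzyme with DMSO and 100% = wells lacking pPAFAH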
# PAFAH1B2 FP inh – PAFAH1B2 enzyme inhibitors, primary screen, biochemical, fluorescence polarization, human; Platelet-activating factor acetylhydrolase IB subunit alpha2 (Homo sapiens), P68402; recombinant PAFAH1B2, FP-rhodamine activity probe; 340,000 tested, 1.2% active; inhibition, % at 3.39 µM;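 active = inhibition above the mean of all tested compounds plus 3 SD, cut at about 24% in these data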;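 also: 0% = enzyme with DMSO and 100% = wells lacking PAFAH1B2; many of its hits are not listed in these tables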
# LYPLA2 counter – LYPLA2 inhibitors, primary screen, counter-screen for PME1 inhibitor project, biochemical, fluorescence polarization, FP-Rh probe ABPP; Acyl-protein thioesterase 2 (Homo sapiens), O95372; recombinant LYPLA2; inhibition, % at 5.9 µM; 320,000 tested, 0.38% active;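 active = inhibition above the screen-wide mean plus 3 SD, limit set per campaign, cut at about 26% in these data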;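 also: 0% = LYPLA2 with DMSO and 100% = wells lacking LYPLA2 enzyme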
# LYPLA1 counter – LYPLA1 inhibitors, primary screen, counter-screen for PME1 inhibitor project, biochemical, fluorescence polarization, FP-Rh probe ABPP; inhibition, % at 5.9 µM; Acyl-protein thioesterase 1 (Homo sapiens), O75608; 320,000 tested, 0.16% active; AID 2174, 2009; recombinant LYPLA1;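 active = inhibition above the mean of all tested compounds plus 3 SD, set per campaign, cut at about 14% in these data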;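 also: inhibitors block serine hydrolase probe labeling of LYPLA1 so polarization falls; 0% = enzyme with DMSO and 100% = wells lacking LYPLA1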
# PAFAH1B3 inh – PAFAH1B3 enzyme inhibitors, primary screen, biochemical, fluorescence polarization, human | Platelet-activating factor acetylhydrolase IB subunit alpha1 (Homo sapiens), Q15102 | recombinant PAFAH1B3, FP-rhodamine probe | inhibition, % at 3.39 µM | 340,000 tested, 0.28% active | AID 492972, 2010;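 active = inhibition above the screen-wide average of all tested compounds plus 3 SD, cut at about 25% in these data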;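 also: 0% = enzyme with DMSO only and 100% = wells lacking PAFAH1B3 protein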
# PAD4 FP inh – human PAD4 inhibitors, primary screen, biochemical, fluorescence polarization, 1536-well format; Protein-arginine deiminase type-4 (Homo sapiens), Q9UM07; recombinant PAD4, RCA probe fluorescence polarization; inhibition, % at 6.36 µM; 330,000 tested, 0.41% active;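 active = percent inhibition above a cutoff equal to the mean of all tested compounds plus 3 SD, cut at about 15% in these data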;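 also: 0% = PAD4 with RCA probe and DMSO and 100% = probe without PAD4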
# PREPL inh – PREPL enzyme inhibitors, primary screen, biochemical, fluorescence polarization. inhibition, % at 5.96 µM. Prolyl endopeptidase-like (Homo sapiens), Q4J6C6. recombinant PREPL, fluorescence polarization activity-based probe. 320,000 tested, 0.68% active. AID 2751, 2010; in the data active = inhibition above about 43%;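 also: 0% = enzyme with DMSO and 100% = wells lacking enzyme; many of its hits are not listed in these tables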
# Target sequence (Q4J6C6 whole entry, looked up): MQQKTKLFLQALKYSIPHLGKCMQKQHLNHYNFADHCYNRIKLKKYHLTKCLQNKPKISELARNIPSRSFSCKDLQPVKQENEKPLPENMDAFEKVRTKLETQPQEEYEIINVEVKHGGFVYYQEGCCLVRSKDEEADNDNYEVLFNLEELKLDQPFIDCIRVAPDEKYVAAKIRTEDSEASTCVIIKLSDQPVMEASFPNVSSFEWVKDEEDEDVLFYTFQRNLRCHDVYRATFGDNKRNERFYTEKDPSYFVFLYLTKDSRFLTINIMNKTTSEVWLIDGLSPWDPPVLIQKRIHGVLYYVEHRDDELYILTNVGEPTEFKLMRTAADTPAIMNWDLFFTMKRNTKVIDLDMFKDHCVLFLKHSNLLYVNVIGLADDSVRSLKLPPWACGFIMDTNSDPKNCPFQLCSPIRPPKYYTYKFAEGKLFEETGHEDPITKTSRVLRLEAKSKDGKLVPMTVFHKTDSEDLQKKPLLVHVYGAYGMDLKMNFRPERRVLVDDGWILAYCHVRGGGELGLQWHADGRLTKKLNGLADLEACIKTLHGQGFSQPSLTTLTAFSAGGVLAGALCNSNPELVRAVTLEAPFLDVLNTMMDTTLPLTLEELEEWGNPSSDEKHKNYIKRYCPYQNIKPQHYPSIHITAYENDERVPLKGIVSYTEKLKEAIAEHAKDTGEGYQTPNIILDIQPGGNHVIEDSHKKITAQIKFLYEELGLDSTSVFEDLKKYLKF
# * marks the source's active call; other numbers are inactive results; . = not tested or not shown; & = joins results of further samples; ! = a repeat was not active.
SMILES,GSTO1 counter,PAFAH2 inh,pPAFAH FP inh,PAFAH1B2 FP inh,LYPLA2 counter,LYPLA1 counter,PAFAH1B3 inh,PAD4 FP inh,PREPL inh
COc1cc(C)c(S(=O)(=O)N2CCCC2)cc1C(C)C,4,4,2,6,0,1,-3,-2,-1
NS(=O)(=O)c1ccc(N2CCCC2=O)c([N+](=O)[O-])c1,4,2,44*,6,-9,-2,5,-1,1
O=C1OCc2ccc(NC(=O)C3CC3)cc21,3,-1,-1,-4,4,0,3,0,5
Cc1cccnc1NC(=O)C1c2ccccc2Oc2ccccc21,1,-1,1,-3,0,-3,-10,-4,6
CC1(C)CC(=O)C(C=Nc2ccc3c(c2)OCO3)=C(O)C1,-10,2,5,-7,-1,-2,10,-1,6
Cc1cc(C)cc(N(CC(=O)NC2CCC(C)CC2)S(=O)(=O)c2c(C)[nH]c(=O)[nH]c2=O)c1 (configuration not stated),6,7,-4,6,-1,1,4,-2,-7
CCOC(=O)N1CCC(NS(=O)(=O)c2cc3c(cc2C)NC(=O)CO3)CC1,3,5,3,-3,-2,0,5,-3,6
O=C1C=C(NCc2ccco2)C2(CCCCC2)O1,5,10,-4,7,3,4,10,-3,-2
N#C/C=C/C(=C\Nc1ccc(Cl)cc1)S(=O)(=O)c1ccccc1,4,-6,0,2,-6,-1,-6,-6,-2
O=C(Cc1ccccc1)NCC(=O)OCC(=O)c1ccc(OC(=O)c2ccccc2)cc1,0,3,9,1,0,2,5,1,7
CC(C)c1[nH]nc2c1C(c1ccco1)C(C#N)=C(N)O2 (configuration not stated),11,-4,3,-2,3,1,7,-2,-10
COc1cc(/C=N/NC(=O)c2cc(C3CC3)[nH]n2)cc(OC)c1OC,0,-4,2,1,2,1,8,-4,9
O=C(/C=C/c1ccc(O)cc1)c1ccc(O)cc1O,7,11,3,10,2,-2,8,0,-8
CCC(=O)c1c[nH]c(C(=O)NCCCN2CCOCC2)c1,0,4,-8,-1,3,-4,-2,2,-6
O=C(CCN1C(=O)c2ccccc2C1=O)N1CCN(C(=O)c2ccccc2)CC1,2,0,2,-1,6,0,7,1,22
Cc1ncoc1C(=O)N1CCCC(C(=O)c2cccc3ccccc23)C1 (configuration not stated),-3,-1,5,8,12,5,-4,-2,-2
COc1cccc(OCc2cc(/C=N/NC(=O)c3ccn[nH]3)ccc2OC)c1,-10,-8,6,-5,-20,-14,-4,-2,-21
COc1cc(-c2nc(C(=O)NC3CCCCC3)cc3c2[nH]c2ccccc23)cc(OC)c1OC,-18,-2,11,-5,-26,-15,-5,16*,2
C=Cc1c(C)c2cc3[nH]c(cc4nc(cc5nc(cc1[nH]2)C(C)=C5CCC(=O)O)C(CCC(=O)O)=C4C)c(C)c3C=C,89*,60*!,97*,0&15,17&13,14&11,40*!,24*,40&6
CCOC(=O)NC(NC(=S)Nc1ccccc1[N+](=O)[O-])C(Cl)(Cl)Cl (configuration not stated),1,-6,8,3,1,2,6,2,7
CC(C)COCC(CN(Cc1ccccc1)c1ccccc1)N1CCCC1 (configuration not stated),5,13,-1,-1,2,0,11,-1,19
CCOc1ccc(CC(=O)Nc2c(C(=O)Nc3ccccc3)oc3ccccc23)cc1OCC,5,4,-2,4,4,-5,-1,-3,-7
CCN(CC)S(=O)(=O)c1cccc(NC(=O)c2cncc(Br)c2)c1,10,0,1,3,8,-4,0,-1,12
O=C(NCCN1CCOCC1)C(=O)c1c[nH]c2ccccc12,1,-5,5,0,0,-3,-3,2,-3
Nc1c(C(=O)c2ccccc2)sc2c1c(=O)[nH]c(=O)n2-c1ccccc1,3,-3,6,3,17,1,-1,2,-1
c1ccc(Nc2cc(-c3ccccc3)nc3ncnn23)cc1,-1,-4,3,6,2,0,-4,1,-7
C=CCNC(=S)Nc1c(C(=O)OC)[nH]c2cc(OC)ccc12,5,1,7,4,4,1,-4,2,11
COc1ccc(C2C(=O)N(CCc3ccccc3)CC(=O)N2C2CCCCC2)cc1 (configuration not stated),8,1,1,1,5,0,7,4,-4
CCSc1nc2nc(C)cc(C)n2n1,3,-3,0,3,0,1,3,-2,13
C#CCOCCOCCOCCNc1nc(N2CCN(C(=O)[C@H](CCCN=C(N)N)n3cc(C(N)[C@@H](C)CC)nn3)CC2)nc(N2CCN(C(=O)[C@H](CCC(=O)O)n3cc([C@@H](N)CO)nn3)CC2)n1 (some centres not stated),.,-1,-4,-2,.,.,8,-1,-1
COc1ccc(Cl)c2sc(N3CCN(C(=O)c4ccco4)CC3)nc12,2,-1,5,5,5,1,0,-5,17
COc1ccc(OC)c2[nH]c(=O)c(CCNC(=O)c3ccc(Br)o3)cc12,4,-2,2,2,4,5,-12,-3,10
CC(C)c1ccccc1NC(=O)COC(=O)CCN1C(=O)/C(=C\C=C\c2ccccc2)SC1=S,-8,3,12,-2,-6,-10,8,0,-23
COCc1cc(=O)[nH]c(/N=C(\N)Nc2ccc(Cl)c(Cl)c2)n1,-4,.,12,.,0,0,.,-2,6
COc1cccc(CC(=O)NN2C(=O)NC3(CCCCC3)C2=O)c1,.,-6,0,3,0,-2,16,0,1
O=C(/C=C/c1ccc([N+](=O)[O-])cc1)NCCOc1ccc(F)cc1,5,-8,5,14,8,8,5,-1,26
Cc1ccc(F)cc1NC(=O)N1CCCN(c2ccc(C(F)(F)F)cn2)CC1,-4,.,6,.,1,2,.,-4,3
COc1ccc(C(=O)c2cc3cccc(OC)c3o2)cc1,-16,6,4,0,3,1,1,2,0
COCc1cc(C)nc(SCC(=O)Nc2ccc(N3CCOCC3)cc2)c1C#N,4,1,6,2,12,-1,5,-2,4
Cc1cccc(OCc2nnc(SCC(=O)N3c4ccccc4Sc4ccc(Cl)cc43)o2)c1,-3,-9,-8,2,-3,-5,-3,0,4

# Just PAFAH2 inh, for three of the compounds above:
SMILES | PAFAH2 inh
C=Cc1c(C)c2cc3[nH]c(cc4nc(cc5nc(cc1[nH]2)C(C)=C5CCC(=O)O)C(CCC(=O)O)=C4C)c(C)c3C=C | 60*!
CCOC(=O)NC(NC(=S)Nc1ccccc1[N+](=O)[O-])C(Cl)(Cl)Cl (configuration not stated) | -6
CC(C)COCC(CN(Cc1ccccc1)c1ccccc1)N1CCCC1 (configuration not stated) | 13

# Sorted by length of the SMILES (lowest first): 7 of the compounds above.
SMILES,GSTO1 counter,PAFAH2 inh,pPAFAH FP inh,PAFAH1B2 FP inh,LYPLA2 counter,LYPLA1 counter,PAFAH1B3 inh,PAD4 FP inh,PREPL inh
COc1ccc(C(=O)c2cc3cccc(OC)c3o2)cc1,-16,6,4,0,3,1,1,2,0
COc1cccc(CC(=O)NN2C(=O)NC3(CCCCC3)C2=O)c1,.,-6,0,3,0,-2,16,0,1
COc1ccc(Cl)c2sc(N3CCN(C(=O)c4ccco4)CC3)nc12,2,-1,5,5,5,1,0,-5,17
COCc1cc(=O)[nH]c(/N=C(\N)Nc2ccc(Cl)c(Cl)c2)n1,-4,.,12,.,0,0,.,-2,6
O=C(/C=C/c1ccc([N+](=O)[O-])cc1)NCCOc1ccc(F)cc1,5,-8,5,14,8,8,5,-1,26
COc1ccc(OC)c2[nH]c(=O)c(CCNC(=O)c3ccc(Br)o3)cc12,4,-2,2,2,4,5,-12,-3,10
CC(C)c1ccccc1NC(=O)COC(=O)CCN1C(=O)/C(=C\C=C\c2ccccc2)SC1=S,-8,3,12,-2,-6,-10,8,0,-23

# New compounds follow
SMILES,GSTO1 counter,PAFAH2 inh,pPAFAH FP inh,PAFAH1B2 FP inh,LYPLA2 counter,LYPLA1 counter,PAFAH1B3 inh,PAD4 FP inh,PREPL inh
O=C(CSc1nnc(-c2cnccn2)n1Cc1ccco1)c1ccccc1,4,-4,10,5,-3,0,2,1,-6
N#CC1=C(N)N(c2ccccc2)C(c2ccccc2)C1(C#N)C#N (configuration not stated),-4,5,10,3,11,6,-3,-2,46*
Cc1nc2c(cnn2-c2ccccc2Cl)c(=O)n1-c1ccc(C(C)C)cc1,0,-5,9,-1,2,-1,2,0,8
COc1ccccc1-c1nc2n(n1)C(c1ccccc1Cl)C(C(N)=O)=C(C)N2 (configuration not stated),9,11,-4,3,-3,-1,12,5,5
CC1(C)CC(=O)C=C(Nc2ccc(OCC(F)(F)C(F)F)cc2)C1,0,-4,8,-1,0,1,6,-3,11
COCCn1cnc2c1c(=O)n(Cc1ccc(C#N)cc1)c(=O)n2Cc1ccccc1,9,7,4,1,3,6,5,20*,-1
O=S(=O)(Nc1ccc(-c2cn3cccnc3n2)cc1)c1ccccc1,10,.,2,.,0,2,.,1,2
C=CC(O)(C#CCN(CC)CC)c1ccccc1 (configuration not stated),0,-4,0,-2,0,-1,-5,-2,-4
Cc1cc(S(=O)(=O)N2CCOCC2)ccc1OCC(=O)Nc1ccc(F)cc1F,4,-5,2,2,5,-2,6,-2,0
CN(C)c1ccc(/C=C2\C(=N)N3C(=NC2=O)Sc2cc(S(C)(=O)=O)ccc23)cc1,-8,.,8,.,-1,-5,.,-6,-1
O=c1c2ccccc2cnn1Cc1n[nH]c(=S)n1-c1ccccc1Cl,0,2,2,-1,2,-1,10,5,-1
O=C(c1ccc2c(c1)OCO2)N1CCC2(CC1)Oc1ccc(F)cc1C(=O)C21CC(c2cccnc2)=NO1 (configuration not stated),1,1,3,-3,6,1,12,-2,4
O=C(Cn1c(=O)c2c(ncn2Cc2ccccc2)n(Cc2ccccc2)c1=O)N1CCc2ccccc21,-6,-2,1,-1,1,0,-1,-5,-7
Cc1ccc(N2CC(=O)Nc3c(oc4nc(-c5ccccc5)cc(C)c34)C2=O)cc1,6,-8,3,0,9,0,7,0,-1
CC(OC(=O)c1cc(=O)c2ccccc2o1)C(=O)c1ccccc1 (configuration not stated),.,-5,2,8,8,2,14,2,12
COc1ccc(S(=O)(=O)N2CCCOC2CNC(=O)C(=O)NCc2ccco2)cc1C (configuration not stated),2,6,2,-4,10,2,-1,0,-10

# These rows are one share of the data (hit frequency here may not be typical).
